Assay outcomes: PubChem, National Center for Advancing Translational Sciences (NCATS)
TDP-43 yeast inh – inhibitors of TDP-43 toxicity in yeast. TDP-43 expressing yeast growth rescue, BacTiter-Glo, 24 h. Potency, µM (doses to about 46.1 µM), for inactives: at the highest dose growth rescue (activation), hits mostly activators. 410,000 tested, 1.8% active. AID 652104; further: potency means the concentration at half of the fitted maximal effect; % of control where 0% means no effect; nearly all actives have a fitted effect of over 50% in size
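Yeast expressing TDP-43 (pregrown in raffinose, seeded at OD600=0.02 in galactose medium) exposed to compounds 24 hr at 30 deg C. Growth read by BacTiter-Glo luminescence; rescue of toxicity appears as increased signal.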
GLP1R cytotox – cytotoxicity counter-screen for GLP-1 receptor inverse agonists; HEK293 cAMP-luciferase reporter cells, luminescence, 24 h; Potency, µM (titrated, usually from 38.3 µM), for the others: at the highest dose activity change, negative = inhibition, actives largely listed as inhibitors; 410,000 tested, 0.13% active; AID 624418;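 further: loss of luciferase light is scored as toxicity; potency means the concentration at half of the fitted maximal effect; on the % scale 0 is the no-effect control and ±100 the full control effect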
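Cells in DMEM/10% Nu serum/1% pen-strep, 1536-well format. Pre-incubated 12 h, dosed with 23 nL compound, incubated a further 24 h. Luciferase detection, 12 min at room temp, luminescence.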
GLP-1R inv ag – acts as inverse agonist at human GLP-1 receptor. P43220. HEK293 GLP-1R CRE-luciferase, luminescence, 24 h; GLP-1R form is constitutively active. Potency, µM (titrated, usually from 38.3 µM), inactives show at the highest dose activity change, negative = inhibition, hits mostly inhibitors. 410,000 tested, 1.6% active; further: potency means the concentration at half of the fitted maximal effect; on the % scale 0 is the no-effect control and ±100 the full control effect; nearly all actives have a fitted effect of over 55% in size
Target sequence (P43220 whole entry, looked up): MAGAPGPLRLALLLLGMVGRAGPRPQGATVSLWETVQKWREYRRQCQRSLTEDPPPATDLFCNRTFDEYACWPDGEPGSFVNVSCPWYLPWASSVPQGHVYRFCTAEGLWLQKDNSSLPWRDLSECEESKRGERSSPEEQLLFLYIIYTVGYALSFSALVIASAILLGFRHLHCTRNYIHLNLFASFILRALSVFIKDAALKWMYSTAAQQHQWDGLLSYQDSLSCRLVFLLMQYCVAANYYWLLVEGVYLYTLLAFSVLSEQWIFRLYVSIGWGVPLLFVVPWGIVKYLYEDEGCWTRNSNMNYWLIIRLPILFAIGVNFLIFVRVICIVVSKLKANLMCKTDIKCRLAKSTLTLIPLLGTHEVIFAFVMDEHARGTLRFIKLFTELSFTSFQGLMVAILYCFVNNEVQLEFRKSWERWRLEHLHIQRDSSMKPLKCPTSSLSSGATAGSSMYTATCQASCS
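Using stably transfected HEK293 (constitutively active GLP-1R, cAMP-luciferase reporter), compounds were incubated 24 hr and luciferase measured by luminescence.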
Abeta yeast res – compounds reversing amyloid beta toxicity in yeast; yeast expressing A-beta42, growth rescue, OD600, 48 h; response scale: 0% DMSO, 100% iron-clioquinol control; Potency, µM (series often up to 46.1 µM), without a hit: at the highest dose growth rescue, hits mostly activators; 410,000 tested, 0.063% active; further: potency means the concentration at half of the fitted maximal effect; nearly all actives have a fitted effect of over 55% in size
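Yeast A-beta toxicity model in growth medium with pinned compounds, 48 h at 30 C; growth read as absorbance at 600 nm. Normalized to FeCl3/clioquinol equimolar mix (positive) and DMSO (negative).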
Mm-Cpn inhibitor – inhibitors of Methanococcus maripaludis chaperonin (MmCpn) | purified Mm-Cpn ATPase, ADP Transcreener TR-FRET | Potency, µM (doses to about 76.9 µM), without a hit: at the top dose activity, negative = inhibition, usual class: inhibitors | 330,000 tested, 0.031% active; further: potency means the concentration at half of the fitted maximal effect; on the % scale 0 is the no-effect control and ±100 the full control effect; nearly all actives have a fitted effect of over 80% in size
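ATPase read-out: TR-FRET ADP immunoassay (anti-ADP Eu cryptate vs ADP-d2), ex 320 nm, em 590/665 nm; signal drops as ADP forms. Enzyme 25 nM, ATP 10 uM, 30 min at 37°C after 10 min compound preincubation.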
PTHR1 ag – activates the human parathyroid hormone receptor PTHR1; Q03431; HEK293 GP2 PTHR1 cells, GloSensor cAMP luminescence, 1 h; Potency, µM (top dose mostly 115 µM), inactives show at the highest dose activation, actives largely listed as activators; 410,000 tested, 0.075% active; AID 743266; further: potency means the concentration at half of the fitted maximal effect; nearly all actives have a fitted effect of over 55% in size; some results filed as inactive show a strong effect at the top dose; inactives centre near -15; many of its hits are not listed in these tables
Target sequence (Q03431 whole entry, looked up): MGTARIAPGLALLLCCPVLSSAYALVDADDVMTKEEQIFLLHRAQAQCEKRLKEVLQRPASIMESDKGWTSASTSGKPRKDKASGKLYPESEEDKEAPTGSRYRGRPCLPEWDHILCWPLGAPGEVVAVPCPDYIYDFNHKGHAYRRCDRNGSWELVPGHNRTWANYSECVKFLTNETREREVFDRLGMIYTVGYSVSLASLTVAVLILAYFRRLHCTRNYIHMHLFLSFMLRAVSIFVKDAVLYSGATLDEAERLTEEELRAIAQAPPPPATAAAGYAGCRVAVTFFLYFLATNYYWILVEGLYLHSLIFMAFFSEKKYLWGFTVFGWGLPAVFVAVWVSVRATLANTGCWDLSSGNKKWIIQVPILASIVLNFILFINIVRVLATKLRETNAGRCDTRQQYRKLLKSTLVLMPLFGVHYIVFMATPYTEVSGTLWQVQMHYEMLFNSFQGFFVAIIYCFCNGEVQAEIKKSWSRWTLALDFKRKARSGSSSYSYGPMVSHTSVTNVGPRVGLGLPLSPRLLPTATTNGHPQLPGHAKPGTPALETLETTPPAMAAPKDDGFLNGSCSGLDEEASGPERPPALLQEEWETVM
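HEK-293-derived GP2 cells expressing PTHR1 and a GloSensor cAMP reporter, 3,000/well, plated overnight, given luciferin plus IBMX (each 0.5 mM as added) for 1 h at 37 °C, then compound for 1 h at 37 °C. Luminescence was read after 15 min at room temperature.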
FUS yeast rescue – rescues growth of FUS-expressing yeast; S. cerevisiae FUS-expressing, growth rescue, OD600, 24 h; Potency, µM (titrated, usually from 76.6 µM), for inactives: top-dose growth rescue (activation), actives largely listed as activators; 390,000 tested, 0.24% active; AID 1347120;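 further: potency means the concentration at half of the fitted maximal effect; plate controls were DMSO vehicle for no effect and reference control for full effect; nearly all actives have a fitted effect of over 55% in size; some results filed as inactive show a strong effect at the top dose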
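Absorbance at 600 nm, taken 24hr after compound addition, measured rescue of FUS-yeast growth at 30C. Induction used 2% galactose with seeding at OD 0.005. Controls: CP55940 from 92uM final, DMSO only.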
Akt phos inh – Akt phosphorylation inhibition. Neuro2A IGF-stimulated pAkt S473 HTRF, 20 min; stronger effect = lower value. activity change, % for hits at 50 µM. AID 651550. 360,000 tested, 0.32% active; in the data active means activity change below about -80%; inconclusive means mostly about -51% to -80%; further: on the % scale 0 is the no-effect control and ±100 the full control effect
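Neuro2A cells (4,500/well, DMEM with 0.5% FBS) were treated with compound at a single 50 µM final concentration, stimulated with 6 nM IGF for 20 min at 37 °C, and lysed. Phospho-Akt Ser473 was read by HTRF as 665/615 ratio ×10^4.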
aSyn rescue – alpha-synuclein toxicity inhibition in yeast. Yeast expressing alpha-synuclein, growth rescue, BacTiter-Glo, 24 h. Potency, µM (series often up to 46.1 µM), for inactives: at the highest dose growth rescue (activation), hits mostly activators. 370,000 tested, 0.14% active. AID 652106; further: potency means the concentration at half of the fitted maximal effect; % of control where 0% means no effect; nearly all actives have a fitted effect of over 65% in size
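Rescue of yeast growth: cells expressing toxic alpha-synuclein, induced in galactose at OD600 0.02, incubated with compound 24 h at 30 C. ATP luminescence quantified growth; inhibitors of toxicity appear as activators.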
Numbers without * were called inactive; i = inactive; ? = inconclusive; nt = not tested or not shown; [ ] = remark or other dose. Unless noted, the call rests on the fitted dose curve; in most records, active means well fitted curve in the direction sought with a large enough effect; inconclusive means small, poorly fitted or top-dose-only effect, or another doubt; inactive means no such curve, though single readings can be large; an effect the other way counts as inactive or inconclusive. Only part of the results is shown; rates above refer to the full screens.

Second line of a record: FUS yeast rescue | TDP-43 yeast inh | PTHR1 ag | aSyn rescue | Mm-Cpn inhibitor | Akt phos inh | GLP-1R inv ag | GLP1R cytotox | Abeta yeast res
O=C(CN1C(=O)C2(OCCCO2)c2ccccc21)NCc1ccccc1
 : -2% | -27% | -46%[inhibitor] | -3% | 1% | i | 5% | 4% | -3%
COc1ccc(S(=O)(=O)N(CCc2ccccc2)CC(=O)Nc2cc(Cl)ccc2C)cc1
 : ? | 29% | -24% | nt | nt | nt | 7% | -4% | 13%
CCCn1c(=S)[nH]c2cc(OC)c(OC)cc2c1=O
 : 32% | -4% | i | -6% | nt | i | 20% | 1% | 14%
CC(=O)Nc1ccc(S(=O)(=O)NC2CC(=O)N(c3ccc(C)cc3)C2)cc1 (configuration not stated)
 : 5% | -7% | i | 2% | 1% | i | ? | -10% | 1%
Cc1onc(-c2ccccc2Cl)c1C(=O)OCN1C(=O)c2ccccc2C1=O
 : 5% | ? | -2%[57.5 µM] | 0% | 0% | nt | 0% | -4% | -8%
CC(C)CC(=O)/C(=C/c1ccc(N(C)C)cc1)n1cncn1
 : 8% | -5% | i | 14% | -6% | i | ? | -19% | -7%
O=C(O/N=C1/CCSc2ccccc21)c1ccc(F)cc1
 : 11% | 13% | -72%[inhibitor][57.5 µM] | -15% | 0% | i | 2% | -3% | -9%
COc1ccccc1N1CCN(C(=O)c2oc3ccc(F)cc3c2C)CC1
 : 41% | ? | -5% | 15% | 1% | i | ? | ? | ?
O=C(NC(=S)N(CCO)Cc1ccccc1)c1ccc(F)cc1Cl
 : 5% | 11% | i | 0% | 2% | i | -15% | ? | 27%
COc1ccc(C2=C(C(C)=O)Sc3nnc(-c4ccc(C)cc4)n3N2C(C)=O)cc1OC
 : 18% | 27% | -17% | nt | nt | nt | 2% | 5% | 6%
O=C(Nc1cccc(C(F)(F)F)c1)c1sc(Cl)nc1C(F)(F)F
 : -18% | 13µM* | -25% | -23% | 0% | i | ? | -22% | 10µM*
CCN(CC)C(=O)CCNS(=O)(=O)c1ccc(C)cc1
 : 3% | 6% | 20% | 0% | 0% | i | 5% | 13% | 19%
COc1ccccc1NC(=O)COC(=O)c1c[nH]c2ccccc12
 : 5% | -10% | -48%[inhibitor] | -4% | -2% | i | 1% | 4% | -16%
COc1ccc(NS(=O)(=O)c2cccc(C(=O)NCC(c3ccc(OC)cc3)N3CCCCC3)c2)cc1 (configuration not stated)
 : 12% | 5% | -5% | 3%[1.84 µM] | nt | i | ? | -13% | -2%
CC(C)CN(C(=O)CCNC(=O)c1ccc([N+](=O)[O-])cc1)C1CCS(=O)(=O)C1 (configuration not stated)
 : -4% | -12% | i | 6% | 2% | i | -1% | -8% | 5%
Cc1noc(NS(=O)(=O)c2ccc(NC(=O)c3cc(=O)c4ccccc4o3)cc2)c1C
 : -6% | 14% | i | 0% | -2% | i | 8% | 1% | -11%
COc1ccc(Oc2nc3c(c(=O)n(C)c(=O)n3C)n2Cc2cccc(OC)c2)cc1
 : -14% | 12% | -2%[57.5 µM] | -1% | 2% | i | 18% | -8% | 19%
CCCC(=O)Nc1cccc(OCc2cc(=O)n3cccc(C)c3n2)c1
 : -2% | ? | -42%[inhibitor] | nt | nt | nt | -8% | 3% | -22%
CCOc1ccc(Cn2cc(F)c(=O)[nH]c2=O)cc1
 : 0% | 3% | -13% | 8% | 1% | i | 2% | 4% | 5%
N#CCSc1nc2ccccc2c(=O)n1-c1ccccc1
 : 38% | ? | i | 14% | -1% | i | 45%[activator] | 20% | -30%
Cn1cnnc1SCC(=O)Nc1ccc(Cl)c(S(=O)(=O)N2CCOCC2)c1
 : -9% | 9% | -21% | 3% | 0% | i | 8% | 3% | -7%
Cc1ccc(C(=O)N2CCc3cc(CNC(=O)CSc4ccccc4)ccc32)cc1
 : 42% | ? | i | nt | nt | nt | ? | -19% | 13%
COC(=O)COc1ccc(S(=O)(=O)N2CCCCC2)cc1[N+](=O)[O-]
 : 6% | -2% | i | 8% | 0% | i | 6% | -1% | 6%
CNC(=S)N1N=C(c2ccccc2)CC1c1ccc(OC)c(OC)c1 (configuration not stated)
 : nt | 11% | i | 0% | -12% | i | 0% | -21% | 0%
O=C1C=C(NNC(=O)c2ccccc2Br)CCC1
 : 9% | -8%[0.397 µM] | i | -3% | -10% | i | 13% | 4% | -6%
CC(C)(O)c1ccccc1CC[C@@H](SCC1(CC(=O)O)CC1)c1cccc(/C=C/c2ccc3ccc(Cl)cc3n2)c1
 : 32% | 8% | -4% | 8% | nt | i | 1% | 18% | -18%
Cc1ccc(NC(=O)CSc2nc3ccccc3nc2N2CCCC2)cc1
 : -3% | 0% | -8% | 6% | -1% | i | ? | -6% | 5%
COc1ccc(C2c3ccc(O)cc3Oc3ncn4nc(-c5ccccn5)nc4c32)cc1 (configuration not stated)
 : -8% | -5% | -33%[inhibitor] | 5% | 3% | i | 13% | -11% | -4%
Cc1nn(Cc2c(Cl)cccc2Cl)c(C)c1NC(=O)c1sc2ccccc2c1Cl
 : 29% | -4% | i | 8% | 0% | i | ? | -8% | 4%
CCCOc1ccc(C2NC(=S)NC(c3ccccc3)=C2C(=O)Nc2ccc(C)cc2)cc1OC (configuration not stated)
 : ? | ? | 0% | 3% | ? | i | -21% | -6% | 3%
COc1ccccc1NC(=O)C1=C(C)NC(SCC(=O)c2ccccc2)=C(C#N)C1c1ccco1 (configuration not stated)
 : 40% | 5% | i | 9% | ? | i | -2% | 154%[activator] | 15%
CCOc1cc(NC(=O)C2CC2)c(OCC)cc1NC(=O)c1ccccn1
 : -36% | 13% | -2% | -3% | 1% | i | -1% | -4% | 12%[9.22 µM]
C=CC[C@H]1C=C[C@@H](C(C(=O)OC)C(=O)OC)CN1C(C)=O
 : -26% | 11% | i | 2% | nt | i | 8% | -7% | -4%
Fc1ccc(Nc2nnc(C(F)(F)F)s2)cc1
 : -1% | 13µM* | -28% | -7% | -2% | i | ? | -22% | 22%
COc1ccc(Cl)cc1NC(=O)c1ccccc1C
 : -12% | 10% | i | -11% | 2% | i | ? | -1% | 11%
Cc1onc(-c2c(Cl)cccc2Cl)c1CO/N=C(\C#N)c1c(Cl)cccc1Cl
 : -9% | 11% | 0% | 13% | 0% | i | ? | 10% | 19%
CCC1CCCCN1C(=O)Cn1c(=O)cc(C(F)(F)F)c2c(C)nn(C)c21 (configuration not stated)
 : 33% | ? | -7% | nt | nt | nt | 10µM* | 0% | -17%
CCN1C(=O)[C@@H]2[C@@H](c3ccc(-c4ccc(Cl)c(Cl)c4)cc3)N3CCCC[C@@]3(C(=O)OC)[C@@H]2C1=O
 : -12% | 13% | i | 3% | -2% | i | -15% | 2% | 16%
CCN(CC(=O)N1CCN(C)CC1)S(=O)(=O)c1ccc(Cl)cc1
 : -15% | -4% | -8% | -1% | 1% | i | 1% | 14% | -1%
CCC1(c2ccccc2)NC(=O)N(CC(=O)Nc2cc(Cl)ccc2N2CCN(C)CC2)C1=O (configuration not stated)
 : -11% | -5% | 16% | -4% | 0% | i | ? | -6% | -17%
O=C1CN(C(=O)c2ccco2)C(c2ccc(F)cc2)c2cc(Cl)ccc2N1 (configuration not stated)
 : 20% | -10% | i | 5% | nt | i | ? | -6% | -1%
C/C(=N\O)C(C)(C)Nc1ccccc1F
 : -2% | -15% | -19% | -17% | -3% | i | -13% | -3% | -4%
Cc1ccc2oc(=O)c3cnn(CC(=O)N4CCN(c5ccccc5F)CC4)c3c2c1
 : -1% | 23% | -19% | nt | nt | nt | 3% | 4% | -3%
CCN(CC)S(=O)(=O)c1cccc(C(=O)OCC(=O)NCc2ccccc2OC)c1
 : 19% | 0% | i | 2% | -5% | i | -20% | 2% | 7%
CC(=O)NC1C(O)OC(CO)C(O)C1O (configuration not stated)
 : -33% | 0% | i | 4% | 0% | i | -7% | -6% | 4%
CCCCc1nc2cc(C(=O)N3CCN(c4nc(C)cnc4C)CC3)ccc2o1
 : 28% | 13% | -26% | -1% | 1% | i | ? | -5% | -14%
COC(=O)c1sccc1S(=O)(=O)N(CC(=O)NCc1ccc(C)cc1)c1ccc(Cl)cc1
 : 9% | 15% | -33% | nt | nt | nt | -9% | 3% | -14%
COc1ccc(Cc2noc(CN3CCN(Cc4cccc(Cl)c4)CC3)n2)cc1OC
 : -16% | -3% | -42%[inhibitor] | 4% | 2% | i | ? | -19% | 2%
COC(=O)c1sc2ccccc2c1C(=O)OC
 : 24% | -4% | -14% | 1% | -9% | i | 0% | 5% | 4%
Cn1c(SCc2nc3ccccc3s2)nnc1-c1ccc2c(c1)OCO2
 : ? | -13% | i | 1% | -1% | i | 58%[activator] | 23% | -3%
COc1ccc(-c2nc(C)c(CCNC(=O)C(=O)Nc3cc(C)cc(C)c3)s2)cc1OC
 : -20% | 23% | i | 10% | nt | nt | 15% | -1% | 2%
